Assay outcomes deposited in PubChem BioAssay by several laboratories.
SR-BI HDL uptake: inhibitors of SR-BI mediated HDL lipid uptake, primary screen, ldlA[mSR-BI] cells, fluorescence, single point. ldlA[mSR-BI] CHO cells, DiI-HDL uptake fluorescence, 3 h. inhibition, % at 12.5 µM. 320,000 tested, 0.96% active;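 active = mean replicate inhibition of at least 70% and a set share of replicates each scoring 70 or more; inconclusive = meets just one of the two criteria; inactive = fails both criteria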;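 also: 0% = median of neutral control wells and 100% = median of positive control wells; values of inactives mirror those of a sister screen read the other way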
Target sequence (Q61009 whole entry, looked up): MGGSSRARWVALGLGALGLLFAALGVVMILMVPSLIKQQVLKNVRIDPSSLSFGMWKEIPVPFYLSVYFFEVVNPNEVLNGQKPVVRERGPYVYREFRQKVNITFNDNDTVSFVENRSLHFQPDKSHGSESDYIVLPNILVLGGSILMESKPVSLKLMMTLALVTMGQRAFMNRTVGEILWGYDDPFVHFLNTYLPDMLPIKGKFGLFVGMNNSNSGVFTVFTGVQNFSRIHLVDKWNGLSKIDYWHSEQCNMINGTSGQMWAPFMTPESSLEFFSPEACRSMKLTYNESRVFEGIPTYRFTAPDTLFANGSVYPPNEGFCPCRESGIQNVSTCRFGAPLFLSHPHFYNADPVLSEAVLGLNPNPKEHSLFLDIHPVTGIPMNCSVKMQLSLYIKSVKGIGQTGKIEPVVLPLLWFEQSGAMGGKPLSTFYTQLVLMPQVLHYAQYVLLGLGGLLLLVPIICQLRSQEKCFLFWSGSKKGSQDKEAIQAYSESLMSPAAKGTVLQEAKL
SR-BI DiI-HDL act: activators of SR-BI mediated DiI-HDL uptake, primary screen, ldlA[mSR-BI] CHO cells, DiI fluorescence; 320,000 tested, 0.096% active; 3 h; 100 = double the neutral-control signal; activation, % at 12.5 µM;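 active = mean replicate activation of at least 60% and every replicate at or above 60%; inconclusive = mean or all-replicate condition met, but not both; inactive = mean below 60% and not all replicates reaching 60%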;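 also: 0% = median plate neutral-control signal and 100% = twice that signal; values of inactives mirror those of a sister screen read the other way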
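Material – SR-BI-overexpressing, LDLR-lacking CHO cells · Medium – BSA-supplemented, HEPES-buffered Ham's F12, pH 7.4 · Doses – single concentration · Times – compound with DiI-HDL co-incubation, 3 h at 37 °C · Measured by – bottom-read fluorescence, 550/595 nm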
CAL PDZ FP-1: untagged CAL PDZ binding inhibitors, primary screen, biochemical, fluorescence polarization, HTS; Golgi-associated PDZ and coiled-coil motif-containing protein (Homo sapiens), Q9HD26; purified CAL PDZ, TMR-peptide fluorescence polarization, 1 h; inhibition, % at 24.9 µM; 300,000 tested, 0.92% active; AID 602252, 2012;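 active = mean inhibition of at least 30% with at least half of replicates also reaching 30%; inconclusive = no clear call, values can overlap the other calls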;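 also: 0% = DMSO neutral control and 100% = excess unlabeled competitor peptide PRC23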
CAL PDZ FP-2: CAL PDZ peptide-binding inhibitors, primary screen, biochemical, fluorescence polarization, Cer-tagged CAL PDZ, HTS | 330,000 tested, 0.02% active | inhibition, % at 20 µM | AID 504414, 2011 | purified CAL PDZ, TMR-peptide fluorescence polarization, 1 h | Golgi-associated PDZ and coiled-coil motif-containing protein (Homo sapiens), Q9HD26;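 active = highest replicate inhibition of at least 40%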;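 also: plate controls were DMSO neutral control wells for no effect and unlabeled competitor peptide control wells for full effect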
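System: purified tagged CAL PDZ domain construct (CerCALP). Schedule: 1 h incubation at room temperature before polarization reading. Medium: 25 mM sodium phosphate pH 7.4, 150 mM NaCl, TCEP, IgG, Thesit. Read-out: percent inhibition from loss of millipolarization. Measured by: FP readout, S and P plane fluorescence. Probe or stimulus: fluorescent TMR peptide probe.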
Ecoli viability: E. coli V3065 growth inhibition, primary screen, counter-screen for AddAB inhibitor project, absorbance, OD600; 18 h; inhibition, % at 11.9 µM; 330,000 tested, 0.27% active; AID 449728, 2010;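 active = inhibition above the campaign's mean inhibition across all tested compounds plus 3 SD, cut at about 9.9% in these data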;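 also: uninfected addAB+ strain grown without phage in ampicillin broth; 0% = DMSO wells and 100% = ciprofloxacin 0.95 µg/ml wells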
AddAB inh: growth inhibition of E. coli expressing H. pylori AddAB, primary screen, AddAB inhibitor project, absorbance; 330,000 tested, 0.29% active; inhibition, % at 11.9 µM; AID 435030, 2010; in the data active = inhibition above about 12%;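 also: 0% = vehicle wells of infected cells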
MITF TRPM1 HTS: activators of MITF-driven TRPM1 promoter reporter, primary screen, cell-based, SK-MEL-5, luciferase, single point. activation, % at 12.5 µM. 300,000 tested, 0.75% active. SK-MEL-5 TRPM1-promoter luciferase, 24 h; % of positive control, neutral wells = 0;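 active = mean activation of at least 80% with every replicate also reaching 80%; inconclusive = mean reaches 80% but some replicate falls short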;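 also: 0% = neutral control wells and 100% = parthenolide positive control wells; values of inactives mirror those of a sister screen read the other way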
Wnt bcat act: Wnt/beta-catenin pathway activators, primary screen, cell-based, plate reader, single point; activation, % at 9.35 µM; Wnt/beta-catenin reporter cell assay, activator; 300,000 tested, 1.2% active; AID 743398, 2014; in the data active = activation above about 30%, passing the limit was not always enough; inconclusive = no clear call, values can overlap the other calls;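 also: 0% = neutral control wells and 100% = positive control wells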
Tat export inh: E. coli Tat export inhibitors, primary screen, MC4100, TorA-mCherry reporter, fluorescence, single point; inhibition, % at 10 µM; 340,000 tested, 0.036% active; AID 488895, 2010;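 active = mean replicate inhibition at least 50% and at least half of replicates individually reaching 50%; inconclusive = only one of the two criteria met; inactive = neither criterion met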;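 also: exported cargo escapes ClpAP degradation while cytoplasmic cargo is degraded and loses fluorescence; 0% = median of neutral control wells and 100% = median of NaSCN control wells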
phage Ecoli inh: growth loss of phage-infected E. coli, primary screen, RecBCD inhibitor project, absorbance, with phage, HTS; inhibition, % at 11.9 µM; 360,000 tested, 0.26% active; in the data active = inhibition above about 11%
The depositor's hits bear a star; u = inconclusive; x = no result given. Hits appear at their usual frequency; overall some 3.6% were active at least once.

mol | SR-BI HDL uptake | SR-BI DiI-HDL act | CAL PDZ FP-1 | CAL PDZ FP-2 | Ecoli viability | AddAB inh | MITF TRPM1 HTS | Wnt bcat act | Tat export inh | phage Ecoli inh
Cc1ccc(NC(=O)CSCc2cc(=O)n3nc(C4CC4)sc3n2)cc1 | -15 | 15 | -1 | -1.4 | -1.6 | 0.7 | -3 | 1 | -6 | 0.0
CCn1c(=O)c(CCC(=O)NCCN2CCOCC2)c(C)c2c(C)nn(-c3cccc(C)c3)c21 | 40 | -40 | 3 | -0.7 | 0.8 | 3.2 | 14 | -2 | 4 | 2.7
CCCNc1nc(Cl)nc(Nc2ccc(Cl)cc2)n1 | 24 | -24 | -2 | -2.0 | -1.9 | 3.3 | x | 5 | 0 | 2.7
CCCCC(=O)Nc1nc(C)c(-c2csc(Nc3ccccc3OC)n2)s1 | 60 | -60 | 0 | 0.3 | 0.6 | 3.1 | -8 | -5 | 8 | 1.0
Cc1ccnc(NC(=O)CNC(=O)c2ccco2)c1 | 0 | 0 | -4 | -2.9 | -2.4 | 1.7 | 5 | -2 | 6 | -0.7
Cc1nc(C(N)=O)c(N)n1CCc1ccccc1 | 16 | -16 | 3 | 0.1 | 1.4 | -1.0 | -3 | 1 | 4 | 0.2
CCOC(=O)N1CCN(c2ccc(N3C(=O)CCCC3=O)cc2[N+](=O)[O-])CC1 | -21 | 21 | 0 | -1.7 | 1.8 | 0.3 | -9 | 0 | -10 | 3.4
COc1cc(/C=C/C(=O)OCC(=O)NCCCc2ccccc2)cc(OC)c1OC | 5 | -5 | x | -1.7 | 0.9 | -1.5 | -4 | -2 | 12 | 2.4
Cc1cc(C)cc(NC(=O)C2CCCC2)c1 | 29 | -29 | x | -0.7 | -0.2 | 2.5 | -1 | x | 0 | 2.0
NC(=NCCc1c[nH]c2ccccc12)NC(=O)c1ccc(Cl)cc1 | 16 | -16 | -2 | 0.3 | 1.9 | 3.3 | 0 | -1 | -4 | 1.4
COc1ccccc1OCCCC(=O)NCc1ccco1 | 3 | -3 | -4 | 0.0 | 1.3 | 6.8 | 0 | -1 | -5 | 0.3
Cc1occc1C(=O)N1CCCC(CCC(=O)NCc2ccc(F)c(F)c2)C1 (centres undefined) | x | x | 2 | -0.5 | 1.0 | 0.6 | -12 | 0 | 4 | 1.4
S=C(NCc1ccco1)Nc1cccc(Cl)c1Cl | x | x | x | x | 0.7 | 5.0 | x | 4 | x | 3.9
COc1ccc(C(=O)CC(=O)C(=O)Nc2cccc([N+](=O)[O-])c2C)cc1 | -6 | 6 | -4 | 0.2 | 0.0 | 0.9 | -8 | -3 | -3 | -2.1
O=C1CC(N2CCN(c3ccccc3)CC2)C(=O)N1c1ccc2c(c1)OCO2 (centres undefined) | 6 | -6 | -3 | -2.1 | 1.1 | 5.3 | 11 | -2 | 3 | 4.1
CCOC(=O)Cc1c(C)nc2c(-c3ccccc3OC)c(C)nn2c1C | 4 | -4 | 3 | -2.3 | 1.1 | 1.1 | 4 | x | 2 | 1.6
O=C1c2ccccc2C(=O)N1CCC(=O)N1CCc2ccccc21 | -5 | 5 | -3 | -1.2 | x | x | 33 | x | 2 | 2.6
O=C(COC(=O)c1cccc(NS(=O)(=O)c2ccc(F)c(F)c2)c1)NC(=O)NC1CCCCC1 | -3 | 3 | -6 | -0.7 | 1.9 | 3.9 | -7 | x | 14 | 3.8
c1ccc(-c2nnc(OCCN3CCOCC3)c3ccccc23)cc1 | 15 | -15 | -2 | -0.9 | -0.4 | 1.1 | 10 | 0 | 0 | 2.3
COc1ccc(NC(=O)C2C3C=CC(O3)C2C(=O)NCc2cccnc2)cc1 (centres undefined) | -4 | 4 | 1 | 0.5 | 1.6 | 0.3 | x | -8 | -8 | 2.8
O=C(CN1C(=O)COc2ccccc21)Nc1ccccc1F | -5 | 5 | -7 | -0.8 | 1.5 | -0.1 | x | 0 | 22 | 14*
Cn1ccnc1Sc1ccc(C=O)cc1[N+](=O)[O-] | -6 | 6 | -3 | -2.0 | -0.9 | 0.7 | -3 | -1 | -6 | -0.8
COC(=O)[C@]1(C)N[C@H](c2ccc(-c3ccccc3)cc2)[C@@H]2C(=O)N(C)C(=O)[C@@H]21 | -17 | 17 | 0 | -0.1 | 0.2 | 3.2 | 3 | 1 | 2 | 0.8
COc1ccccc1NS(=O)(=O)c1ccc(C)c(C(=O)NCc2cccnc2)c1 | 19 | -19 | 2 | -1.4 | 0.3 | 0.4 | 3 | -2 | 11 | 4.8
N#Cc1c(=O)c2nc(NCCCO)ncc2n2c(=O)c3ccccc3[nH]c12 | -8 | 8 | -7 | -5.0 | -1.5 | 2.4 | -16 | -1 | -7 | 3.2
O=C(Cn1cnc2c(oc3ccccc32)c1=O)NCC1CCCO1 (centres undefined) | -17 | 17 | x | -0.8 | -0.8 | 1.7 | x | 4 | 6 | 3.8
O=C(Nc1ccc2c(c1)nc1n2CCOC1)C1CCCCC1 | -1 | 1 | -2 | x | 0.6 | 1.6 | x | x | -1 | 2.2
Cc1ccc(NS(=O)(=O)c2ccc(C(=O)NCC3CCCO3)cc2)cc1 (centres undefined) | 3 | -3 | -4 | -3.0 | 2.5 | 4.1 | 1 | 0 | -2 | 2.8
O=C(CN1C(=O)CSc2ccc(S(=O)(=O)N3CCOCC3)cc21)NCCCN1CCOCC1 | -2 | 2 | x | -1.0 | 2.4 | 2.5 | -4 | -1 | -4 | 2.3
CCCCN(C)CCNC(=O)CN1C(=O)CSc2ccc(S(=O)(=O)N3CCCCC3)cc21 | 11 | -11 | 3 | -1.8 | -1.3 | 2.0 | 9 | 0 | -1 | 2.0
CCOc1ccc(Oc2ccc(S(=O)(=O)N3CCOCC3)cc2NC(=O)CCNC(C)=O)cc1 | -31 | 31 | x | -0.7 | -2.7 | 1.6 | -2 | -3 | 2 | 3.6
Cc1ccccc1C1CCCN(Cc2nc(C3CC3)no2)C1 (centres undefined) | -5 | 5 | -1 | -3.0 | -2.5 | 1.4 | -2 | -1 | 3 | 5.0
CCOc1ccc(CNC(=S)N/N=C/c2ccncc2)cc1 | -1 | 1 | 4 | -0.8 | -2.2 | -1.4 | 10 | -9 | 9 | 4.3
COC(=O)C1SCC2C(=O)N(Cc3ccc(F)cc3)CC(=O)N21 (centres undefined) | -3 | 3 | -3 | -1.9 | 0.6 | 1.0 | -18 | 5 | -3 | 4.3
O=C(CSc1nnc(-c2ccc(F)cc2)o1)N1CCN(C(=O)c2ccco2)CC1 | 32 | -32 | -3 | -1.9 | 1.1 | 2.6 | -7 | x | -3 | 2.6
O=C(NNc1cc(Cl)ccc1Cl)c1cccnc1Cl | 8 | -8 | 5 | -0.5 | -1.9 | -0.5 | 8 | 1 | -8 | 2.0
O=C(CSc1nc2c(cnn2-c2ccccc2)c(=O)[nH]1)NC1CCS(=O)(=O)C1 (centres undefined) | -16 | 16 | 1 | -1.5 | 0.7 | 0.2 | 24 | -12 | 0 | 5.0
O=C(NCc1ccc(N2CCCC2=O)cc1)Nc1cccc(Cl)c1 | 13 | -13 | 2 | -0.5 | -4.1 | -3.4 | -2 | x | -2 | 1.4
Cc1sc(-n2c(C)ccc2C)c(C#N)c1C | 12 | -12 | -3 | -2.2 | 2.1 | -0.7 | 1 | x | -1 | 2.3
C=CCNC(=O)C(C(=O)OCC)C1CCCCC1 (centres undefined) | -8 | 8 | 2 | -1.3 | -0.6 | 3.5 | x | x | -8 | -1.4
CC(C)Oc1cc(C(=O)NC2CCCCC2)c2ccccc2n1 | 46 | -46 | -4 | -0.6 | -0.5 | 3.2 | -4 | 1 | -2 | -0.7
O=C(COC(=O)c1ccccc1)NCc1cccs1 | -38 | 38 | -3 | -1.9 | 0.7 | -0.2 | 16 | 1 | 1 | 4.0
O=C(COc1ccccc1Cl)Nc1ccccc1C(=O)N1CCCCC1 | -7 | 7 | -2 | -0.6 | 0.1 | -0.2 | 43 | -1 | 1 | 3.5
CCN1C(=O)[C@H]2[C@@H](c3ccc(-c4ccc5c(c4)OCO5)cc3)N3CCC[C@@]3(C(=O)OC)[C@H]2C1=O | 3 | -3 | -1 | -0.8 | 2.9 | 2.8 | 32 | 8 | 5 | 3.3
O=c1oc2ccccc2c(Nc2cccc3cccnc23)c1[N+](=O)[O-] | -2 | 2 | -3 | -0.6 | 0.2 | -0.2 | -22 | 10 | -8 | 0.5
CCCCCCCC(=O)N1CCN(c2cc3c(cc2F)c(=O)c(C(=O)O)cn3CC)CC1 | 38 | -38 | 1 | -0.1 | x | x | -1 | -1 | -1 | 2.5
COc1ccc(-n2nnc3c(=O)n(CC(=O)N4CCC(C)CC4)cnc32)cc1 | -25 | 25 | x | -0.8 | -3.2 | -2.2 | x | -1 | -6 | -0.1
C=CCn1c(SCC(=O)Nc2cc(Cl)ccc2C(=O)O)nc2sc(C)c(C)c2c1=O | 6 | -6 | x | -2.3 | 2.3 | 3.1 | 2 | 0 | -5 | 3.1
O=C(CN1CCN(Cc2ccccc2Cl)CC1)N/N=C/C=C/c1ccco1 | x | x | x | x | -1.0 | 4.9 | x | 2 | x | 2.4
COc1ccccc1N(C)S(=O)(=O)c1ccc(C(=O)NCc2ccc3c(c2)OCO3)cc1 | 32 | -32 | 7 | -1.0 | -0.7 | -0.7 | -6 | -14 | -5 | 1.2
COc1ccc2nc(C)cc(Nc3cccc(C(=O)O)c3)c2c1 | 9 | -9 | -3 | 0.5 | -0.9 | 3.6 | x | 1 | -4 | 0.2
Cc1ccc(C(=O)C=Cc2cccc(C)c2)cc1 | -3 | 3 | -3 | 0.3 | x | x | 69 | u | 2 | 2.4
